From PubChem BioAssay
BioA inh = blocks M. tuberculosis BioA enzyme activity; purified M. tuberculosis BioA enzyme, plate reader; inhibition, % at 9.99 µM; actives 0.096% (n = 360,000); AID 602481; in the data active = inhibition above about 40%
Numbers without * were called inactive.

CN1c2ccc(-c3cccc(F)c3)cc2[C@@H]2[C@@H](CCN2C(=O)c2ccc3c(c2)OCO3)[C@@H]1CO
  BioA inh = 5.0
COc1ccc(S(=O)(=O)N(C)C[C@@H]2Oc3ccc(NC(=O)Nc4ccc(F)cc4)cc3C(=O)N([C@H](C)CO)C[C@H]2C)cc1
  BioA inh = 1.4
Cc1noc(C)c1NC(=O)N(C)C[C@H]1Oc2ccc(NC(=O)C3CCCCC3)cc2C(=O)N([C@@H](C)CO)C[C@@H]1C
  BioA inh = 1.0
O=C(C[C@@H]1CC[C@@H](NC(=O)c2cccnc2)[C@@H](CO)O1)NCc1ccncn1
  BioA inh = 0.9
CNC(=O)C[C@H]1CC[C@H]2[C@@H](COc3ccc(NC(=O)Nc4ccccc4F)cc3C(=O)N2C)O1
  BioA inh = -0.6
CN1CCN(C(=O)[C@H]2[C@H](CO)[C@H]3Cn4c(cccc4=O)[C@@H]2N3S(=O)(=O)c2ccccc2F)CC1
  BioA inh = 1.6
COc1cccc(-c2ccc3n(c2=O)C[C@@H]2[C@@H](CO)[C@H](C(=O)N(C)C)[C@H]3N2Cc2cncnc2)c1
  BioA inh = -1.4
O=S(=O)(c1ccccc1F)N1CC[C@@H]2[C@H](CO)Nc3ccc(-c4cccc(F)c4)cc3[C@@H]21
  BioA inh = -0.6
C[C@H]1CN([C@@H](C)CO)C(=O)c2cccc(NC(=O)c3ccc(-c4nccs4)cc3)c2O[C@@H]1CN(C)C(=O)Nc1ccccc1
  BioA inh = 3.4
O=C(Nc1ccccc1)N[C@H]1CC[C@@H](CCNS(=O)(=O)c2cccc(F)c2)O[C@H]1CO
  BioA inh = 2.0

Some of the entries so far, tab-delimited.
structure	BioA inh
CN1c2ccc(-c3cccc(F)c3)cc2[C@@H]2[C@@H](CCN2C(=O)c2ccc3c(c2)OCO3)[C@@H]1CO	5.0
COc1ccc(S(=O)(=O)N(C)C[C@@H]2Oc3ccc(NC(=O)Nc4ccc(F)cc4)cc3C(=O)N([C@H](C)CO)C[C@H]2C)cc1	1.4

(further entries)
CC(=O)N(C)C[C@@H]1Oc2cc(-c3cccc(C#N)c3)ccc2S(=O)(=O)N([C@@H](C)CO)C[C@@H]1C
  BioA inh = 2.1
O=C(Nc1ccccc1)N1CCCCN2[C@H](CO)[C@H](c3ccc(C#Cc4ccccc4)cc3)[C@@H]2C1
  BioA inh = -2.3
CCNC(=O)Nc1ccc2c(c1)C(=O)N(C)[C@H]1CC[C@H](CC(=O)NCc3ccccc3F)O[C@H]1CO2
  BioA inh = -1.7
O=C(C[C@H]1C[C@H]2c3cc(NC(=O)C4CCOCC4)ccc3O[C@H]2[C@@H](CO)O1)NCC1CC1
  BioA inh = -2.6
C[C@H](CO)N1C[C@H](C)[C@@H](CN(C)Cc2ccc(Oc3ccccc3)cc2)Oc2ccc(NC(=O)Cc3ccccc3)cc2C1=O
  BioA inh = 1.2
CCC(=O)N1[C@H](CO)[C@@H](c2ccc(-c3ccccc3)cc2)[C@H]1CNC(=O)COC
  BioA inh = 2.4
Cc1ccc(S(=O)(=O)N(C)C[C@H]2Oc3ccc(NC(=O)Cn4cnnn4)cc3CC(=O)N([C@H](C)CO)C[C@H]2C)cc1
  BioA inh = 0.0
C[C@@H]1CCCCO[C@H](CN(C)S(=O)(=O)c2ccccc2)[C@H](C)CN([C@@H](C)CO)C(=O)c2cc(NC(=O)Cc3ccccc3)ccc2O1
  BioA inh = -1.3
C[C@H](CO)N1C[C@H](C)[C@@H](CN(C)C(=O)NC2CCCCC2)Oc2c(NC(=O)NC3CCCCC3)cccc2C1=O
  BioA inh = 0.7
COc1ccccc1NC(=O)N1CC[C@@H]2[C@H]1c1cc(-c3ccccc3)ccc1N(C)[C@@H]2CO
  BioA inh = -0.4

COCCNC(=O)C[C@H]1C[C@H]2c3cc(NC(=O)c4cccnc4)ccc3O[C@H]2[C@@H](CO)O1
  BioA inh = 9.3
C[C@@H]1CN([C@@H](C)CO)C(=O)c2cccc(NS(=O)(=O)c3ccccc3)c2O[C@@H]1CN(C)C(=O)Nc1ccccc1
  BioA inh = -1.5
CN(C)CC(=O)N[C@H]1CC[C@@H](CCNC(=O)C2CCCCC2)O[C@@H]1CO
  BioA inh = -0.9
COc1ccc(CN(C)C[C@@H]2Oc3ccc(NC(=O)Nc4ccc(F)cc4)cc3CC(=O)N([C@H](C)CO)C[C@@H]2C)cc1
  BioA inh = -5.0
CO[C@H]1CN(C)C(=O)c2ccc(NS(=O)(=O)c3ccccc3)cc2OC[C@@H](C)NC[C@@H]1C
  BioA inh = 0.2
C[C@@H]1CN([C@H](C)CO)C(=O)c2cc(NS(C)(=O)=O)ccc2O[C@H]1CN(C)C(=O)Nc1ccc(C(F)(F)F)cc1
  BioA inh = 0.5
C/C=C/c1ccc2c(c1)O[C@H](CN(C)Cc1ccccc1F)[C@H](C)CN([C@@H](C)CO)S2(=O)=O
  BioA inh = 0.4
COc1cccc(S(=O)(=O)N[C@@H]2C=C[C@H](CC(=O)NCc3ccncc3)O[C@H]2CO)c1
  BioA inh = -1.1
O=C(Nc1ccc2c(c1)[C@@H]1C[C@H](CC(=O)N3CCc4ccccc4C3)O[C@@H](CO)[C@@H]1O2)c1ccc2c(c1)OCO2
  BioA inh = -0.4
CC(=O)N(C)C[C@H]1Oc2ncc(-c3cccc(C#N)c3)cc2C(=O)N([C@H](C)CO)C[C@@H]1C
  BioA inh = -1.6

Taken from above.
COCCNC(=O)C[C@H]1C[C@H]2c3cc(NC(=O)c4cccnc4)ccc3O[C@H]2[C@@H](CO)O1 – BioA inh = 9.3
O=C(Nc1ccc2c(c1)[C@@H]1C[C@H](CC(=O)N3CCc4ccccc4C3)O[C@@H](CO)[C@@H]1O2)c1ccc2c(c1)OCO2 – BioA inh = -0.4
CO[C@H]1CN(C)C(=O)c2ccc(NS(=O)(=O)c3ccccc3)cc2OC[C@@H](C)NC[C@@H]1C – BioA inh = 0.2

The results go on.
CN(C)CC(=O)Nc1ccc2c(c1)[C@H]1C[C@H](CC(=O)NCc3cccc(F)c3)O[C@H](CO)[C@H]1O2
  BioA inh = -0.1
C/C=C/c1ccc([C@H]2[C@@H](CO)N(S(C)(=O)=O)[C@@H]2CN(CC)C(C)=O)cc1
  BioA inh = -6.6
CNC[C@@H]1OCCCC[C@@H](C)Oc2ccc(NC(=O)CCC(F)(F)F)cc2C(=O)N([C@H](C)CO)C[C@@H]1C
  BioA inh = -1.4
COCC(=O)N(C)C[C@H]1Oc2ncc(C#Cc3ccncc3)cc2C(=O)N([C@@H](C)CO)C[C@@H]1C
  BioA inh = -0.9
O=C(Nc1ccccc1)NC1(c2cn(CC(=O)N3CCN(c4ccccc4)CC3)nn2)CCCCC1
  BioA inh = -0.9
C[C@@H]1CN([C@@H](C)CO)C(=O)c2cc(NS(=O)(=O)c3ccccc3)ccc2O[C@H]1CN(C)Cc1ccncc1
  BioA inh = 3.5
O=C(Cc1ccncc1)N1CCCCN2[C@H](CO)[C@H](c3ccc(C#Cc4ccccc4F)cc3)[C@@H]2C1
  BioA inh = -2.8
N#C[C@@H]1N[C@H](CO)[C@H]1c1ccc(-c2ccccc2F)cc1
  BioA inh = -1.8
C[C@H]1CN([C@@H](C)CO)C(=O)c2cccc(NC(=O)C3CC3)c2O[C@@H]1CN(C)Cc1ccc(-c2ccccc2)cc1
  BioA inh = -0.7
C[C@@H]1CN([C@H](C)CO)C(=O)Cc2cc(NC(=O)NC3CCCCC3)ccc2O[C@@H]1CN(C)C(=O)Nc1ccccc1
  BioA inh = -0.2

C[C@@H]1CN([C@@H](C)CO)S(=O)(=O)c2ccc(-c3cccnc3)cc2O[C@H]1CN(C)C
  BioA inh = 0.4
C[C@@H]1CCCCO[C@H](CN(C)C(=O)Nc2ccc(F)cc2)[C@@H](C)CN([C@H](C)CO)C(=O)c2cc(NS(=O)(=O)c3cccs3)ccc2O1
  BioA inh = -2.5
C[C@H](CO)N1C[C@H](C)[C@H](CN(C)Cc2cccnc2)OCc2cn(nn2)CCCC1=O
  BioA inh = 0.0
CCCNC(=O)Nc1ccc2c(c1)C(=O)N(C)[C@H]1CC[C@@H](CC(=O)NC3CCC3)O[C@H]1CO2
  BioA inh = -5.7
C[C@@H]1CN([C@@H](C)CO)C(=O)c2cc(NC(=O)C3CCCCC3)ccc2O[C@H]1CN(C)Cc1ccc(C(=O)O)cc1
  BioA inh = -0.2
OC[C@H]1[C@H](c2ccc(-c3ccccc3)cc2)[C@H]2CN(CCC(F)(F)F)CCCCN21
  BioA inh = 2.3
C[C@@H]1CN([C@@H](C)CO)C(=O)c2cc(NS(=O)(=O)c3cccs3)ccc2O[C@@H](C)CCCCO[C@H]1CN(C)C(=O)c1ccccc1
  BioA inh = -0.8
Cc1noc(C)c1NC(=O)N(C)C[C@H]1Oc2ccc(NC(=O)C3CC3)cc2C(=O)N([C@H](C)CO)C[C@H]1C
  BioA inh = 0.2
O=S(=O)(c1ccc(F)cc1)N1C[C@@H]2[C@H](c3ccccc31)[C@H](CO)N2Cc1ccccc1Cl
  BioA inh = -6.3
O=C(Nc1ccccc1)N1CCCCN2[C@H](C1)[C@H](c1ccc(Br)cc1)[C@@H]2CO
  BioA inh = -1.8

N#C[C@H]1[C@H](c2ccc(-c3cccc(F)c3)cc2)[C@@H](CO)N1C(=O)CN1CCOCC1
  BioA inh = 0.9
CO[C@@H]1CN(C)C(=O)c2cc(NS(=O)(=O)c3ccc(Cl)cc3)ccc2OC[C@H](C)N(C)C[C@H]1C
  BioA inh = 0.9
CC(C)C#Cc1ccc2c(c1)O[C@@H](CN(C)C(=O)C1CC1)[C@@H](C)CN([C@H](C)CO)S2(=O)=O
  BioA inh = 3.9
CC(C)NC(=O)N(C)C[C@@H]1Oc2ccc(NC(=O)c3ccncc3)cc2CC(=O)N([C@@H](C)CO)C[C@@H]1C
  BioA inh = 1.0
COc1ccc(NC(=O)Nc2ccc3c(c2)C(=O)N([C@H](C)CO)C[C@H](C)[C@@H](CN(C)S(C)(=O)=O)OCCCC[C@H](C)O3)cc1
  BioA inh = 2.4
CCCN(C)C[C@H]1OCCCC[C@@H](C)Oc2ccc(NS(C)(=O)=O)cc2C(=O)N([C@@H](C)CO)C[C@H]1C
  BioA inh = -0.4
C[C@@H](NC(=O)C[C@H]1CC[C@H](NC(=O)C2CCC2)[C@H](CO)O1)c1ccccc1
  BioA inh = -1.7
C[C@@H]1CN([C@@H](C)CO)C(=O)c2cccc(NC(=O)NC3CCCCC3)c2O[C@H]1CN(C)Cc1ccc(C(F)(F)F)cc1
  BioA inh = -2.5
C[C@H](O)C#Cc1ccc2c(c1)O[C@H](CN(C)CC1CC1)[C@H](C)CN([C@H](C)CO)S2(=O)=O
  BioA inh = 1.8
O=C(Nc1ccc(-c2ccccc2)cc1)[C@@H]1[C@@H](CO)[C@@H]2Cn3c(cccc3=O)[C@H]1N2Cc1cccnc1
  BioA inh = 1.6

C[C@@H]1CCCCO[C@H](CN(C)C(=O)Nc2ccc(F)cc2)[C@H](C)CN([C@H](C)CO)C(=O)c2cc(NS(C)(=O)=O)ccc2O1
  BioA inh = 1.3
O=C(C[C@@H]1CC[C@@H]2NC[C@H](O)COC[C@H]2O1)Nc1ccc(-c2ccccc2)cc1
  BioA inh = 1.5
COc1ccc(S(=O)(=O)N2CC[C@@H]3[C@H]2c2cc(-c4ccc(C#N)cc4)ccc2N[C@@H]3CO)cc1
  BioA inh = -3.0
C[C@@H]1CN([C@H](C)CO)C(=O)c2cc(NC(=O)Nc3ccccc3)ccc2O[C@@H]1CN(C)C
  BioA inh = -1.3
O=C(Nc1cccc(Cl)c1)N[C@@H]1CC[C@@H](CCn2cc(Cc3ccccc3)nn2)O[C@@H]1CO
  BioA inh = -0.4
CN1CCN(C(=O)C[C@@H]2CC[C@@H]3[C@@H](COc4ccc(NC(=O)C5CC5)cc4C(=O)N3C)O2)CC1
  BioA inh = -1.4
CC(C)C#Cc1cnc2c(c1)C(=O)N([C@H](C)CO)C[C@H](C)[C@H](CN(C)C(=O)Nc1cccc(F)c1)O2
  BioA inh = -1.4
C[C@@H]1CN([C@@H](C)CO)S(=O)(=O)c2ccc(C3=CCCC3)cc2O[C@H]1CN(C)Cc1cccnc1
  BioA inh = 6.3
COCC(=O)N(C)C[C@@H]1Oc2cc(C#C[C@H](C)O)ccc2S(=O)(=O)N([C@@H](C)CO)C[C@H]1C
  BioA inh = 1.2
O=C(c1cccc(F)c1)N1CCCCN2[C@H](C1)[C@H](c1ccc(-c3ccc(F)cc3)cc1)[C@@H]2CO
  BioA inh = -2.7

O=C(C[C@@H]1CC[C@@H]2[C@H](COC[C@@H](O)CN2Cc2ccc(Oc3ccccc3)cc2)O1)N1CCc2ccccc2C1
  BioA inh = -1.3
CCCC(O)C#Cc1cnc2c(c1)C(=O)N([C@H](C)CO)C[C@H](C)[C@H](CN(C)S(=O)(=O)c1ccccc1)O2 (some centres not stated)
  BioA inh = 1.0
CC(C)C#Cc1ccc2c(c1)O[C@@H](CN(C)C(=O)Cc1ccccn1)[C@@H](C)CN([C@@H](C)CO)S2(=O)=O
  BioA inh = 3.8
C[C@@H]1CCCCO[C@H](CN(C)Cc2ccc(C(=O)O)cc2)[C@H](C)CN([C@@H](C)CO)C(=O)c2cc(NC(=O)c3ccccc3)ccc2O1
  BioA inh = 2.2
C[C@@H]1CN([C@H](C)CO)C(=O)c2cccc(NC(=O)c3ccc(-c4nccs4)cc3)c2O[C@@H]1CN(C)C(=O)Nc1ccccc1
  BioA inh = -0.2
C[C@H](CO)N1C[C@H](C)[C@H](CN(C)C(=O)NC2CCCCC2)OCc2ccccc2-c2ccccc2C1=O
  BioA inh = 1.5
CCC(=O)N1CCCCN2[C@H](C1)[C@@H](c1ccc(-c3ccc(F)cc3)cc1)[C@@H]2CO
  BioA inh = -1.5
CC(=O)N(C)C[C@H]1Oc2cc(Br)ccc2S(=O)(=O)N([C@@H](C)CO)C[C@@H]1C
  BioA inh = -0.3
COCC#Cc1cnc2c(c1)C(=O)N([C@@H](C)CO)C[C@H](C)[C@@H](CN(C)C(C)=O)O2
  BioA inh = -1.6
O=C(Nc1ccc2c(c1)[C@@H]1C[C@H](CC(=O)N3CCCCC3)O[C@H](CO)[C@@H]1O2)c1ccc2c(c1)OCO2
  BioA inh = -0.9
COCC(=O)N1C[C@@H](C)[C@@H](OC)CN(C)C(=O)c2ccc(NC(=O)c3ccc(F)cc3)cc2OC[C@H]1C
  BioA inh = 1.3
C[C@H](CO)N1C[C@H](C)[C@@H](CN(C)C(=O)Nc2cccc3ccccc23)Oc2c(cccc2N(C)C)C1=O
  BioA inh = -1.1
C[C@H](CO)N1C[C@H](C)[C@@H](CN(C)S(=O)(=O)c2cn(C)cn2)Oc2ccc(NC(=O)CCCN(C)C)cc2C1=O
  BioA inh = 4.8

Not all compounds are listed; rates above refer to the full screens.
